# TRHR PAM: allosterically enhances the human TRH receptor; TRHR cells, fluo-8 calcium fluorescence, EC20 TRH enhancement; enhancement, % at 2 µM; 360,000 compounds, 0.66% hits; in the data active means enhancement above about 30%; further: 0% is about no effect
#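 TRHR-expressing cells loaded with fluo-8 calcium dye were read kinetically (ex 480/em 530) during compound addition, then stimulated with an EC20 of TRH (10 nM final). Enhancement of the Gq-mediated intracellular calcium response was scored.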
# TrxR1 inh: blocks rat thioredoxin reductase 1. O89049. recombinant rTrxR1, NADPH fluorescence consumption, selenite substrate. Potency, µM (series often up to 114 µM), for the others: at the highest dose activity change, negative = inhibition, usual class: inhibitors. 390,000 compounds, 1% hits. AID 588453; further: potency means the concentration at half of the fitted maximal effect; on the % scale 0 is the no-effect control and ±100 the full control effect; nearly all actives have a fitted effect of over 65% in size
# Target sequence (O89049 whole entry, looked up): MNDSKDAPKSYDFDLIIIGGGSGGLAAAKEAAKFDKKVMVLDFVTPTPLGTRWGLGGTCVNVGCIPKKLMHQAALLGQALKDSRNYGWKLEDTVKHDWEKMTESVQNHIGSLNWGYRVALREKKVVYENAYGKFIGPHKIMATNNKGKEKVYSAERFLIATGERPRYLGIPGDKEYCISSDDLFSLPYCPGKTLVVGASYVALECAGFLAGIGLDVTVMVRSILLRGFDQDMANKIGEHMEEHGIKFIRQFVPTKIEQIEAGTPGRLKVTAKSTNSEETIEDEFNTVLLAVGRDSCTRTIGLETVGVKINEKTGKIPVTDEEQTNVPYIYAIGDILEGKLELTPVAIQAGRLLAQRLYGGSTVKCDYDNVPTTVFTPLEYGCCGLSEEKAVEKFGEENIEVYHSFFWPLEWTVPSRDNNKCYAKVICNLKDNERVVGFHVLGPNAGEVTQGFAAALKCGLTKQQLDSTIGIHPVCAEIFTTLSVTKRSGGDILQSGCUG
#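 Rat TrxR1 (90 nM in the dispensed reagent) was pre-reduced with 400 uM NADPH for 5 min at room temperature, then incubated with compound for 15 min. After 400 uM selenite was added, NADPH fluorescence (Ex 340/Em 450 nm) was followed for 8 min.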
# PI4K2A inh: inhibitors of human PI4K2A | Q9BTU6 | purified PI4K2A, ADP-Glo luminescence, 1 h; stronger effect = lower value | activity change, negative = inhibition, % at 76.9 µM | 420,000 compounds, 0.13% hits; in the data active means activity change below about -50%; inconclusive means mostly about -30% to -49%;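 further: -100% = wells without enzyme as full effect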
#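 Compounds are screened against recombinant PI4K2A using PI as substrate and ATP, the latter dispensed at 300 microM. Reactions run one hour at ambient temperature before ADP-Glo detection; full inhibition defined by wells lacking enzyme.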
# IDH1 R132H inh: human IDH1 R132H inhibition | O75874 | IDH1-R132H enzyme, NADPH consumption, diaphorase/resazurin fluorescence | Potency, µM (highest dose often 76.6 µM), inactives show at the top dose activity change, negative = inhibition, actives largely listed as inhibitors | 390,000 compounds, 0.093% hits | AID 602179; further: potency means the concentration at half of the fitted maximal effect; on the % scale 0 is the no-effect control and ±100 the full control effect; nearly all actives have a fitted effect of over 65% in size
#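 IDH1-R132H (0.5 ug/mL) preincubated 30 min with compound, then NADPH (0.016 mM) and alpha-KG (2 mM) added; 80 min at RT, pH 7.5. Remaining NADPH coupled via diaphorase/resazurin to fluorescence (540/590 nm); concentration-response curves normalized to no-enzyme control.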
# D2 ag: D2 dopamine receptor (human) agonism; P14416; HEK293 T-REx D2 cells, calcium flux agonist mode; activation, % at 2 µM; 340,000 compounds, 0.53% hits;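 active means activation over 3 SD above normal in the single-dose calcium agonist read, cut at about 30% in these data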; further: 0% is about no effect
# Target sequence (P14416 whole entry, looked up): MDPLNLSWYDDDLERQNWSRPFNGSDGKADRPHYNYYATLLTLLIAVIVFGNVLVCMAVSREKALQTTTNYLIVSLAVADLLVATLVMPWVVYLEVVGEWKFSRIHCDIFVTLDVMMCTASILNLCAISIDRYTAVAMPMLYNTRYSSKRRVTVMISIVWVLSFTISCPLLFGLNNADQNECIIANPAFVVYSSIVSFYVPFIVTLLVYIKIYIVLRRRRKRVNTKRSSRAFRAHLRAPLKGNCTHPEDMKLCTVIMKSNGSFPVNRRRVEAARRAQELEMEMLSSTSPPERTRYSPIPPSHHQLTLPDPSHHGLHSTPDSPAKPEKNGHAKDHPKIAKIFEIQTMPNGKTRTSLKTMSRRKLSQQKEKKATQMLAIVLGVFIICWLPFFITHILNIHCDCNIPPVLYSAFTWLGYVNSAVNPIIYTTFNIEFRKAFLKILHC
#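 HEK293 Trex D2 cells, tetracycline-induced, o/n 30 C 5% CO2; no-wash Ca dye, RT 30–90 min; 10-cycle baseline, 23 nl cpd added, kinetic Ca read 180 s; agonist hits = positive Ca response.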
# USP1 inh: USP1/UAF1 (human) deubiquitinase inhibition; AID 743255; recombinant USP1/UAF1, Ub-Rhodamine cleavage fluorescence; 390,000 compounds, 0.23% hits; Potency, µM (series often up to 57.1 µM), for the others: top-dose activity change, negative = inhibition, most hits filed as inhibitors; O94782; further: potency means the concentration at half of the fitted maximal effect; on the % scale 0 is the no-effect control and ±100 the full control effect; nearly all actives have a fitted effect of over 60% in size; inactives centre near -12
#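 Step one: compound is pinned into 1nM USP1/UAF1 in HEPES pH 7.8 buffer with TCEP. Step two: 15 min room-temperature incubation. Step three: Ub-Rho (150nM final) starts cleavage, tracked by fluorescence over six one-minute reads.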
# TrxR1 substrate: substrates of rat thioredoxin reductase 1. O89049. purified TrxR1 substrate turnover, NADPH consumption readout. Potency, µM (highest dose often 114 µM), inactives show at the top dose activity change, negative = substrate turnover. 390,000 compounds, 0.01% hits; further: potency means the concentration at half of the fitted maximal effect; on the % scale 0 is the no-effect control and ±100 the full control effect; nearly all actives have a fitted effect of over 50% in size
#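 Rat TrxR1, dispensed at 90 nM, was prereduced with 400 uM NADPH (final) for 5 min at ~22 deg C, then incubated with compound 15 min before 400 uM selenite. A first-read NADPH fluorescence drop versus no-compound background flagged substrates.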
# D2 antagonist: antagonizes the human D2 dopamine receptor; AID 485344; 340,000 compounds, 2% hits; inhibition, % at 10 µM; P14416; HEK293 TREx D2 cells, calcium flux, dopamine EC80; in the data active means inhibition above about 30%; further: 0% is about no effect
#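 Compounds are added to dye-loaded, induced HEK293 T-REx cells coupled to calcium release via D2; after a 3 min kinetic read an EC80 dopamine stimulus is given and fluorescence is recorded for 3 more min.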
# TRHR ag: TRH receptor (human) agonism; P34981; TRHR cells, calcium flux fluo-8, FDSS agonist mode; activation, % at 2 µM; 360,000 compounds, 0.18% hits; AID 493084; in the data active means activation above about 30%; further: 0% is about no effect
#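 TRHR-expressing cells loaded with fluo-8 calcium dye; 23 nL library compound pin-transferred, kinetic FDSS fluorescence (Ex 480/Em 530) recorded about 180 s for agonist-induced calcium release, before a 10 nM TRH EC20 addition for potentiator mode.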
# * = called active by the depositor; ? = inconclusive; . = not tested or not shown; & = joins results of further samples; [ ] = dose if it differs, or a comment. Unless noted, the call rests on the fitted dose curve; in most records, active means well fitted inhibition curve with a large enough effect; inconclusive means small, poorly fitted or top-dose-only effect; inactive means no such curve, though single readings can be large or run the other way. Rows are unselected. About 3.9% of those tested had a hit in this group.
# Value order: TRHR PAM	TrxR1 inh	PI4K2A inh	IDH1 R132H inh	D2 ag	USP1 inh	TrxR1 substrate	D2 antagonist	TRHR ag
- COc1ccc(-n2nc(C(=O)NCC(=O)N(C)Cc3ccccc3)c3ccccc3c2=O)c(OC)c1
  -10	13%	-1	-11%	.	-15%	1%	.	-0.3
- COc1cccc(CN(C)C(=O)c2cc(S(=O)(=O)N3CCCC3)ccc2C)c1OC
  .	41%[activator]	4	0%	.	-10%	3%	.	.
- NC(=O)c1nc(-c2cccs2)nc2c1[nH]c(=O)n2-c1ccc(F)cc1
  9	15%	0	-15%	1.1	-23%	7%	-8	-0.5
- O=C(Cn1cc(C(F)(F)F)ccc1=O)N/N=C/c1cccc(Cl)c1Cl
  2	2%	-4	0%	-0.7	-22%	0%	0	-0.4
- C=C(C)c1cccc(C(C)(C)NC(=O)N2CC(C)OC(C)C2)c1 (stereo unspecified)
  6	-1%	0	4%	0.4	-14%	3%	0	-0.4
- O=C1NN(c2ccc(F)c(Cl)c2)C(=O)/C1=C\c1cccc(OC(=O)c2cccs2)c1
  -7	?	-6	-22%	0.3	?	2%[57.1 µM]	22	-0.6
- Cc1nc(CCNC(=O)CC2C(=O)NCCN2Cc2ccccc2)sc1C (stereo unspecified)
  -8	?	3	9%	0.1	-2%	-15%	2	0.8
- CCOc1ccccc1N(CC(=O)N1CCCCCC1)S(C)(=O)=O
  4	9%[57.1 µM]	-2	1%	-0.1	3%	12%[57.1 µM]	-2	-0.1
- CCOc1ccc(-c2cccc(NC(=O)c3cccs3)c2)nn1
  1	1%[57.1 µM]	-16	6%	-0.4	-14%	-2%[57.1 µM]	7	0.0
- COc1ccc(NC(=O)CN(C)C(=O)/C=C/c2cn(-c3ccccc3)nc2-c2ccc(F)cc2)cc1
  12	6%	3	3%	-0.7	-19%	-2%	6	1.0

# Part of the list above in order of SMILES length, lowest first.
# Value order: TRHR PAM	TrxR1 inh	PI4K2A inh	IDH1 R132H inh	D2 ag	USP1 inh	TrxR1 substrate	D2 antagonist	TRHR ag
- CCOc1ccc(-c2cccc(NC(=O)c3cccs3)c2)nn1
  1	1%[57.1 µM]	-16	6%	-0.4	-14%	-2%[57.1 µM]	7	0.0
- Cc1nc(CCNC(=O)CC2C(=O)NCCN2Cc2ccccc2)sc1C (stereo unspecified)
  -8	?	3	9%	0.1	-2%	-15%	2	0.8
- COc1ccc(NC(=O)CN(C)C(=O)/C=C/c2cn(-c3ccccc3)nc2-c2ccc(F)cc2)cc1
  12	6%	3	3%	-0.7	-19%	-2%	6	1.0

# (next part)
# Value order: TRHR PAM	TrxR1 inh	PI4K2A inh	IDH1 R132H inh	D2 ag	USP1 inh	TrxR1 substrate	D2 antagonist	TRHR ag
- c1ccc(CCNc2ncnc3c2nnn3Cc2ccccc2)cc1
  -1	10%	-1	10%	-0.5	2%	10%	-9	0.4
- CCC(=O)N1CCN(c2ccc(NC(=O)COc3ccc(CC)cc3)cc2)CC1
  1	33%[57.1 µM]	-1	-1%	-2.0	-7%	6%[57.1 µM]	4	-0.3
- c1ccc(C2Nc3ccccc3Oc3ccccc32)cc1 (stereo unspecified)
  5	-12%	2	-3%	2.6	-5%	-5%	26	0.7
- CC1CCc2cc(F)ccc2N1C(=O)c1cc2nc(-c3ccco3)cc(C(F)(F)F)n2n1 (stereo unspecified)
  4	-14%[57.1 µM]	-7	0%	0.6	-18%	8%[57.1 µM]	19	0.0
- COc1ccccc1NC(=S)NNC(=O)c1ccc(Cl)cc1Cl
  -1	-22%[57.1 µM]	1	-1%	-0.2	-21%	17%[57.1 µM]	-13	0.1
- COC(=O)c1nnn(CC(=O)Nc2cccc(OC)c2)c1C(=O)OC
  6	3%	0	7%	-1.2	2%	-1%	-14	-2.1
- CC(=O)NCCSCCNC(C)=O
  -4	17%	-2	8%	1.4	-12%	-1%	6	0.6
- O=C(/C=C/c1cccc(F)c1)Nc1cc(S(=O)(=O)N2CCOCC2)ccc1N1CCCC1
  -9	4%	-10	5%	-0.2	-7%	-3%	-6	-0.2
- COc1ccc(-c2nn(-c3ccccc3)cc2/C=C/C(=O)OCC(=O)Nc2ccccc2C#N)cc1
  -4	18%[57.1 µM]	-3	23%	0.8	-4%	49%[activator][57.1 µM]	14	0.2
- CCOC(=O)c1[nH]c2ccc(OC)cc2c1NC(=O)CN1CCSCC1
  -7	-22%	3	0%	-0.3	-7%	83%[activator]	4	0.1
- CCC[C@H]1CC(=O)C=C(c2ccc(OC)cc2)ON1C(=O)OC(C)(C)C
  .	?	11	3%	.	-10%	-13%	.	.
- CC(=O)N1c2ccccc2CC1C(=O)N1CCN(c2cc(Cl)ccc2C)CC1 (stereo unspecified)
  -4	0%[57.1 µM]	7	6%	-2.2	-35%	-5%[57.1 µM]	.	-0.5
- CC(C)c1ccc(CNCCSc2nnnn2C)cc1
  -2	14%	-1	14%	0.9	-15%	-7%[11.4 µM]	.	0.2
- CSc1cccc(NC(=O)C2CCN(C(=O)c3cnn(-c4ccccc4)c3-n3cccc3)CC2)c1
  4	2%	0	0%	1.2	-5%	-3%	.	0.3
- O=C(O)c1c2c(nc3ccc(S(=O)(=O)N4CCC(C(=O)NC5CCCCCC5)CC4)cc13)CCCC2
  -6	-4%	-12	-3%	1.3	-16%	-6%	-7	0.5
- Cc1noc(C)c1NC(=O)N(C)C[C@H]1Oc2ccc(NC(=O)Nc3ccc4c(c3)OCO4)cc2C(=O)N([C@H](C)CO)C[C@@H]1C
  .	-6%[57.1 µM]	-3	16%	.	-11%	-7%[57.1 µM]	.	.
- COc1cc(C)c(Br)cc1S(=O)(=O)NCc1ccncc1
  -11	20%[57.1 µM]	3	0%	0.6	-19%	4%[57.1 µM]	-24	0.6
- COc1ccc(NC(=O)Cn2nnc(C(=O)NCc3ccccc3)c2N)c(OC)c1
  8	14%	2	0%	-0.5	-19%	-4%	-5	-0.6
- Cc1ccc(C)c(S(=O)(=O)N2CCCC2CNC(=O)C(=O)NCc2ccco2)c1 (stereo unspecified)
  6	-9%	-2	3%	-0.1	-3%	-10%	-1	-0.4
- Cc1scc(C(=O)Nn2cnnc2)c1-c1ccccc1
  2	27%	5	9%	0.6	-11%	6%	-6	0.3
- CN(Cc1ccccc1)C(=O)CN1C(=O)NC2(CCCCCCC2)C1=O
  6	9%	2	-2%	0.1	-7%	2%	-31	-1.1
- CCCC(=O)Nc1cccc(NC(=O)c2ccc(C)c([N+](=O)[O-])c2)c1
  -9	16%	-2	7%	-0.2	-14%	8%	5	-0.2
- O=C(CN1C(=O)NC2(CCCCCCC2)C1=O)NCc1ccc2c(c1)OCO2
  2	14%	-1	3%	0.4	-16%	4%	-3	-0.3
- COc1ccc(-c2cn3ccccc3n2)cc1OC
  16	63%[activator][57.1 µM]	5	5%	0.2	-4%	212%[activator][57.1 µM]	-15	-0.5
- COc1cccc(-c2cc(C(F)(F)F)n3ncc(C(=O)N4CCc5ccccc5C4)c3n2)c1
  16	1%	-2	-6%	-1.7	-10%	-1%	50*	-0.1
- COc1ccc(OC)c(NC(=O)CCCc2ccccc2)c1
  -4	12%	3	5%	-0.9	-8%	1%	-11	-0.3
- Cc1cc(NC(=O)CSc2nnc(Nc3ccccc3)s2)no1
  0	14%	-4	-1%	.	5%	-4%	.	-0.1
- O=C(CSc1ccc2nnc(CCNS(=O)(=O)c3ccccc3)n2n1)Nc1ccccc1C(F)(F)F
  -3	-13%	0	5%	1.5	?	-8%	.	0.9
- CC(=O)Nc1c(Br)cc2c(c1Br)Cc1cc(Br)ccc1-2
  .	6%	3	1%	.	-6%	5%	.	.
- CC(C)[C@H](NC(=O)c1ccccc1)C(=O)OCC(=O)c1ccc(S(=O)(=O)N2CCCCC2)cc1
  -7	0%	1	0%	1.3	-1%	-7%	5	0.4
- CCc1sc(C(=O)N2CCc3cc(OC)c(OC)cc3C2CC(=O)O)cc1C (stereo unspecified)
  -4	3%	-4	4%	-0.5	-20%	2%	7	-2.9
- CCOC(=O)N1CCN(C(=O)COc2cccc3c2CCN(Cc2cccc(C)c2)C3=O)CC1
  1	-2%	-6	3%	.	-23%	-5%	.	-0.1
- C=CCn1c(SCC(=O)Nc2ccc(C(=O)OC(C)C)cc2)nnc1-c1cccs1
  3	1%	-1	2%	-1.5	-8%	4%[57.1 µM]	7	0.0
- Cc1ccc(-c2nnn(CC(=O)N(c3ccccc3)C(C(=O)NC(C)(C)C)c3cccs3)n2)o1 (stereo unspecified)
  4	-4%	3	4%	.	-6%	-8%	.	1.9
- CN(C)/N=C/c1ccc(/C=N/NC(N)=S)o1
  6	-13%	0	-4%	0.2	-23%	-5%	6	0.1
- O=S(=O)(NC1CC1)c1ccc(F)c(F)c1
  12	6%	0	-3%	0.1	-19%	-1%	-21	0.0
- O=C(Nc1ccc(Cl)cc1C(=O)N1CCCC1)c1cccc([N+](=O)[O-])c1
  2	25%	-1	23%	0.0	-15%	-5%	25	-0.6
- N#Cc1cn(CCOc2ccccc2F)c2ccccc12
  -2	14%[57.1 µM]	2	8%	-0.5	-25%	-8%[57.1 µM]	1	0.1
- Cc1nnc(SCC(=O)Nc2ccc(OC(F)F)c(Cl)c2)n(N)c1=O
  .	10%	-2	11%	.	-20%	2%	.	.
- CCCNC(=O)N1CCCC(C(N)=O)C1 (stereo unspecified)
  -12	5%[57.1 µM]	5	13%	.	5%	-2%	.	0.4
- CCCCN(CC)CCNC(=O)CN1C(=O)COc2ccc(S(=O)(=O)N3CCCC3)cc21
  2&9	19%&5%	-1&-3	-4%&-3%	-1.1	-10%&-3%	6%&7%	1	0.3&-1.0
- Cc1noc(C)c1CCC(=O)N1CCCC(CCC(=O)NCc2ccccc2F)C1 (stereo unspecified)
  -3	-13%	-2	0%	-0.6	-4%	-10%	4	-0.3
- O=c1c(/C=N/O)coc2ccc(Cl)cc12
  -5	6%	-2	-7%	0.8	-26%	-1%	-1	1.2
- NC(=O)C1=C[C@H](c2ccc(C(F)(F)F)cc2)C[C@H](OCCCCO)O1
  2	1%[57.1 µM]	-2	26%	-0.2	-5%	5%[57.1 µM]	-1	-0.1

# Source: PubChem BioAssay
